CD11b adhes enh: enhancers of CD11b/CD18 adhesion to fibrinogen, primary screen, K562 cells, luminescence | Integrin beta-2 (Homo sapiens) + Integrin alpha-M (Homo sapiens), P05107+P11215 | ATPlite luminescence | activation, % at 10 µM | actives 0.07% (n = 93,000) | AID 1499, 2009;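 active = 10 µM primary screen giving 50% or more activity, confirmed by 40% or more on retest at that dose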; note: strong numbers were not always called active; reference of the scale not given here
Target sequence (P05107 whole entry, looked up, other chains not shown): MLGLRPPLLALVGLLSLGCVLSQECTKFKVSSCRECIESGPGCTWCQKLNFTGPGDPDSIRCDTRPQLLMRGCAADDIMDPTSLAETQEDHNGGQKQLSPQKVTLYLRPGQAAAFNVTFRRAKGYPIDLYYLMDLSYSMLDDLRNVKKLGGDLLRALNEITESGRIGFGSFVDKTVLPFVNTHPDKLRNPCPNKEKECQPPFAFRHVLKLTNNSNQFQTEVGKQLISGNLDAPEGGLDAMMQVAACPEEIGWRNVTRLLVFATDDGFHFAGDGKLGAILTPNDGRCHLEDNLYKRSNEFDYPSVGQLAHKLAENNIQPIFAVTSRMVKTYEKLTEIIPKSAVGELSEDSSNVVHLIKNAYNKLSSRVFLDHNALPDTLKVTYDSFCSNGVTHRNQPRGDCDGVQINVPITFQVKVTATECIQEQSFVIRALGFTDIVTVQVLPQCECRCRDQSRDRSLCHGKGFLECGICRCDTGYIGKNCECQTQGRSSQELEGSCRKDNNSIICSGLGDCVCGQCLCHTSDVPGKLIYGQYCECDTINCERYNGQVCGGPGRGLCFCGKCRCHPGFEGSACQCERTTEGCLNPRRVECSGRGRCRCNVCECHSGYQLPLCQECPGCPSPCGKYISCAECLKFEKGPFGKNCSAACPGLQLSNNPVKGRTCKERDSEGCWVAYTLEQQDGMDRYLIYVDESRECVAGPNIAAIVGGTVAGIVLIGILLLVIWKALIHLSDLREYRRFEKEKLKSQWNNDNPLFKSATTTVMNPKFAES
Mac1 fbg inh: inhibitors of CD11b/CD18 adhesion to fibrinogen, primary screen, K562 cells, luminescence; Integrin beta-2 (Homo sapiens) + Integrin alpha-M (Homo sapiens), P05107+P11215; ATPlite luminescence; Mn2+ added to activate the integrin; inhibition, % at 10 µM; actives 0.54% (n = 93,000); AID 1497, 2009;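 active = primary inhibition of 50% or more at 10 µM, then 40% or more on retest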; note: some results filed as inactive read as strong as hits
An asterisk follows results filed as active. Some of the compounds tested. The share of hits here may be higher or lower than overall.

cpd	mol	CD11b adhes enh	Mac1 fbg inh
1	Cc1ccc(OCC(=O)c2cc(C)n(-c3ccccc3)c2C)c([N+](=O)[O-])n1	-5.1	49.6
2	COc1cc(/C=C/c2ccc3cccc([N+](=O)[O-])c3n2)ccc1OCC#N	6.1	8.4
3	Cc1ccc2nc(SCC(=O)NNC(=O)c3ccccc3)[nH]c2c1	3.8	-2.8
4	CCOC(=O)/C=C(/C)N1N=C(c2ccc(OC)cc2)CC1c1cccc([N+](=O)[O-])c1 (centres undefined)	-0.9	9.0
5	CCCC(=O)NCCc1nc2ccccc2n1CC(=O)c1ccccc1	0.4	-4.4
6	CCOc1ccc(NCc2ccccc2OCc2cccc(F)c2)cc1	2.0	-13.2
7	O=C(COC(=O)c1cccc(S(=O)(=O)N2CCc3ccccc32)c1)Nc1ccc(Cl)cn1	16.1	7.3
8	C/C(=N\NC(=O)CCc1c[nH]c2ccccc12)c1cccc([N+](=O)[O-])c1	4.9	-16.4
9	c1ccc(-c2cc3nccc(-c4ccccn4)n3n2)cc1	4.6	-11.7
10	N#CC1=C(N)OC2=C(CC/C2=C\c2ccc(F)cc2)C1c1ccc(F)cc1 (centres undefined)	12.2	10.9
11	NNC(=O)CN1C(c2ccccc2Br)=Nc2ccc(Br)cc2C1c1ccccc1 (centres undefined)	0.4	-0.2
12	Cc1cccc(N2CN(Cc3ccco3)CNC2=S)c1	-1.8	-6.8
13	Nn1c(SCC(=O)NC2CCCc3ccccc32)nnc1-c1ccc(Cl)cc1Cl (centres undefined)	1.5	-0.2
14	CCOC(=O)C1=NN(C(C)=O)C2(CC(=O)N(c3cccc(C)c3)C2=O)C1 (centres undefined)	-4.0	-9.7
15	O=C(CCCN1C(=O)c2cccc3cccc(c23)C1=O)N1CCN(c2ccccc2)CC1	-3.1	41.9
16	CN(C)S(=O)(=O)c1ccc(NC(=O)COc2ncnc3c2cnn3-c2ccccc2)cc1	-3.7	-18.8
17	Cc1ccc(CSCC(=O)NCc2cccnc2)cc1	-0.9	9.4
18	O=C(Nc1cccc(F)c1)c1coc(=O)c(Br)c1	12.5	-10.2
19	Cc1ccc(-c2nc(N3CCOCC3)sc2C(=O)N2CCCCC2)cc1	-1.2	-3.3
20	CCOC(=O)/C(C#N)=C/c1ccc(N2CCN(C)CC2)cc1	-0.4	15.2
21	CCOC(=O)C1CCCN(C(=S)Nc2cccc(Cl)c2)C1 (centres undefined)	0.9	-0.4
22	COc1cc(/C=c2/sc3nc(-c4ccccc4)c(-c4ccccc4)n3c2=O)cc(OC)c1OC	9.4	5.8
23	Cc1cc([N+](=O)[O-])ccc1-c1ccc(/C=N/NC(=O)Cc2ccccc2)o1	18.7	-4.6
24	COc1ccc(CCNC(=O)COC(=O)C23CC4CC(CC(C4)C2)C3)cc1	5.0	16.6
25	COc1cccc(C(=O)/C=C/Nc2ccc(S(=O)(=O)Nc3cnc4ccccc4n3)cc2)c1	0.7	28.6

Compound profiles (already shown). Order of values: CD11b adhes enh	Mac1 fbg inh
Entry for Nn1c(SCC(=O)NC2CCCc3ccccc32)nnc1-c1ccc(Cl)cc1Cl (centres undefined) = 1.5	-0.2
Entry for CCOC(=O)/C(C#N)=C/c1ccc(N2CCN(C)CC2)cc1 = -0.4	15.2

Given with two lines to a compound: 6 of the compounds above.
Under each structure: CD11b adhes enh | Mac1 fbg inh
17	Cc1ccc(CSCC(=O)NCc2cccnc2)cc1
  -0.9 | 9.4
18	O=C(Nc1cccc(F)c1)c1coc(=O)c(Br)c1
  12.5 | -10.2
19	Cc1ccc(-c2nc(N3CCOCC3)sc2C(=O)N2CCCCC2)cc1
  -1.2 | -3.3
20	CCOC(=O)/C(C#N)=C/c1ccc(N2CCN(C)CC2)cc1
  -0.4 | 15.2
21	CCOC(=O)C1CCCN(C(=S)Nc2cccc(Cl)c2)C1 (centres undefined)
  0.9 | -0.4
22	COc1cc(/C=c2/sc3nc(-c4ccccc4)c(-c4ccccc4)n3c2=O)cc(OC)c1OC
  9.4 | 5.8

The list goes on:
cpd	mol	CD11b adhes enh	Mac1 fbg inh
26	CCCCNC(C(=O)Nc1ccc(Cl)c([N+](=O)[O-])c1)c1ccccc1 (centres undefined)	1.7	9.8
27	O=C(COC(=O)c1cccnc1Cl)NCc1ccc2c(c1)OCO2	-1.2	-10.4
28	COc1cc(OC)c(C(=O)OC(C)C(=O)Nc2cc(C(F)(F)F)ccc2Cl)cc1OC (centres undefined)	4.1	26.7
29	CC1Cc2ccccc2N1C(=O)CSc1nc(-c2ccccc2)cs1 (centres undefined)	3.9	15.9
30	Cc1[nH]c2ccccc2c1C(=O)COC(=O)Cn1cnc2ccccc21	4.3	-13.0
31	Cc1cc(C)cc(NC(=O)c2cc(Cl)sc2Cl)c1	5.2	-28.3
32	N=c1ncn(Cc2ccccc2)c2nc(SCCOc3ccccc3)[nH]c12	7.9	-1.8
33	COc1ccc(C(C[N+](=O)[O-])c2c(C)[nH]c3ccccc23)cc1OC (centres undefined)	1.0	1.8
34	O=C(Cn1cnc2ccccc21)N/N=C/C(Br)=C/c1ccccc1	1.2	26.5
35	Cc1nn(-c2ccccc2)c(N)c1C(c1ccccc1)c1c(C)nn(-c2ccccc2)c1N	-1.0	-9.6
36	NNC(=O)CNC(=O)c1ccc(F)cc1	3.9	-6.6
37	Cc1cc(-c2csc(NC(=O)c3ccc(C#N)cc3)n2)c(C)n1Cc1ccccc1	9.3	49.7
38	Cn1c(N)c(C(=O)c2ccc(F)cc2F)c(=O)n(C)c1=O	-0.4	-8.3
39	O=C(NC(=S)Nc1ccc(N2CCOCC2)c(Cl)c1)c1sc2ccccc2c1Cl	8.2	13.5
40	O=C(Cn1cnc2ccccc21)N/N=C/c1ccc([N+](=O)[O-])cc1	-2.0	-7.7
41	COc1cc(C)c(NC(=S)Nc2cccc(Cl)c2C)cc1OC	-4.7	21.0
42	O=C(/C(=C\c1ccccc1)c1nc2ccccc2[nH]1)c1ccc(Cl)cc1	-2.9	55.3
43	Cc1nc([N+](=O)[O-])c(Sc2nc3ccccc3[nH]2)n1Cc1ccccc1	0.2	-29.8
44	Cc1ccc(Cl)cc1NC(=O)COC(=O)c1ccc(N2CCCC2)c([N+](=O)[O-])c1	5.2	-1.3
45	Cc1ccc(-n2c(C)cc(/C=C3/C(=N)N4C(c5ccccc5)=CSC4=NC3=O)c2C)cc1	13.2	-5.0
46	CC1Cc2ccccc2N1CC(=O)c1c(N)n(Cc2ccccc2)c(=O)n(C)c1=O (centres undefined)	1.8	-4.0
47	CCOC(=O)NC1(Nc2ccc(C)cc2)Oc2ccccc2O1	5.5	22.7
48	Cc1ccc(/C=C2\SC(=S)N(CCC(=O)NNS(=O)(=O)c3ccc(C)cc3)C2=O)cc1	8.4	-11.7
49	Cc1ccc(N/N=C2\COC(C)(C)CC2=O)cc1	0.9	4.6
50	CC(C)OC(=O)c1c2c(n3ccccc13)C(=O)c1ccccc1C2=O	0.5	5.9
51	CSc1ccc(/C=N/NC(=O)CN2CCN(Cc3ccc(C)cc3)CC2)cc1	-1.9	-15.9
52	C=CCn1c(CNC(=O)c2cccs2)nnc1SCc1ccc(Cl)cc1Cl	3.8	-4.1
53	Cc1cc(Br)ccc1SCC(=O)OCC(=O)Nc1ccccc1C#N	5.0	12.4
54	Cc1nc(C)c(CCNC(=O)c2cccc(Cl)c2)s1	0.9	-9.4
55	O=C(NCc1ccco1)/C(=C/c1cccc(C(F)(F)F)c1)c1nc2ccccc2[nH]1	0.1	-0.3
56	CCOC(=O)Cc1csc(Nc2ccc(Cl)cc2)n1	-6.6	-1.0
57	Cc1cc(-c2cccc([N+](=O)[O-])c2)nc2ccccc12	1.2	1.3
58	CCOc1ccccc1NC(C)C(=O)Nc1cc(C(F)(F)F)ccc1N1CCOCC1 (centres undefined)	-2.2	13.1
59	O=C(Nc1cccc(C(F)(F)F)c1)C1(c2ccccc2)CC1	1.5	6.8
60	CN(C)c1ccc(C(CC(=O)c2ccccc2)C2CCCCC2=O)cc1 (centres undefined)	7.2	-6.6
61	Cc1ccc(C)c(NC(=O)CSc2ccc(-c3cccs3)nn2)c1	2.8	-8.3
62	Cc1ccc(C)c(-n2c(Cc3cccs3)n[nH]c2=S)c1	0.0	-0.2
63	O=C(CN1CCN(C(=S)NC2CCCC2)CC1)Nc1ccc(Oc2ccccc2)cc1	-0.9	75.2
64	O=C(Nc1cccc(Cl)c1)c1ccc(F)c(S(=O)(=O)NCc2cccs2)c1	-9.9	103.7
65	O=C(COC(=O)c1cc(Br)ccc1Cl)NC1CC1	3.1	4.3
66	Cc1nc(NC(=O)c2cccc(-c3cc4ccccc4oc3=O)c2)ccc1Br	0.4	11.6
67	N#Cc1c(Nc2ccccc2)c(/C=N/N=C/c2ccccc2)c[nH]c1=O	2.2	-2.4
68	CC(=O)c1nc(N2C(=O)CC(Cc3ccc(C)cc3)C2=O)sc1C (centres undefined)	-0.7	4.8
69	O=C(Cc1ccc(-n2c(=O)c3ccccc3n(Cc3cccc([N+](=O)[O-])c3)c2=O)cc1)NCC1CCCO1 (centres undefined)	-2.7	7.9
70	Cc1ccccc1NC(=O)c1ccc(NS(=O)(=O)c2cc(C(C)(C)C)cc(C)c2C)cc1	21.9	8.6
71	Cc1nn(-c2ccccc2)c(C)c1/C=N/NC(=O)c1cc(-c2cccs2)[nH]n1	9.2	-4.8
72	C/C(=N\NC(=O)CSc1nc(C)cc(C)n1)c1cccc([N+](=O)[O-])c1	-1.3	0.0
73	CCOC(=O)C(NCCc1ccccc1)(NC(=O)CC)C(F)(F)F (centres undefined)	0.8	-7.8
74	O=C(O)c1cccc(NC(=O)c2cn(-c3ccccc3)nc2-c2cc3ccccc3o2)c1	4.1	37.7
75	Cn1c(O)c(N=NC(=O)CNC(=O)c2ccco2)c2ccccc21	-0.5	4.1

More results
cpd	mol	CD11b adhes enh	Mac1 fbg inh
76	O=C(NCCC1=CCCCC1)c1ccc([N+](=O)[O-])cc1	-0.8	30.2
77	Cc1ccccc1-n1c(C)nnc1SCC(=O)NC1CCCc2ccccc21 (centres undefined)	-3.8	4.7
78	COc1ccc(C(NC(=O)/C=C/c2ccco2)c2ccc(OC)c(OC)c2)cc1OC	-2.1	4.6
79	C=CCc1c(C)nc(-c2ccccc2)nc1N/N=C/c1ccccc1	0.2	13.4
80	Cc1cc(=O)n2c3ccccc3n(CC(O)CN3CCC(C)CC3)c2c1C#N (centres undefined)	3.2	11.3
81	Cc1ccc(C)c(C(=O)COC(=O)c2cc([N+](=O)[O-])ccc2NCCO)c1	2.6	0.6
82	O=Cc1ccc(Oc2cc(-c3ccccc3)nc(-c3ccccc3)n2)cc1	8.8	15.0
83	CCCC/C(C)=N/NC(=O)NC1CCCCC1	-0.9	5.3
84	O=C1CN(C(=O)CSc2nnc3ccccn23)c2ccccc2N1	0.2	3.3
85	CCOc1ccc(NC(=O)COc2ccc(C(=O)NCCc3ccccc3)cc2)cc1	19.0	-7.1
86	COC(=O)c1ccc(COC(=O)C(CCS(C)(=O)=O)N2C(=O)c3ccccc3C2=O)cc1 (centres undefined)	-3.5	1.9
87	COc1ccc(C(=O)NC2c3ccccc3-c3ccccc32)cc1	29.2	0.5
88	Nc1ccc(C(=O)OCC(=O)N2CCN(C(=O)c3ccco3)CC2)cc1[N+](=O)[O-]	-0.2	-2.1
89	CCOC(=O)Nc1ccc([N+](=O)[O-])cc1C	1.2	-0.5
90	O=C(NCc1ccc(Cl)cc1)C1CCN(S(=O)(=O)c2cc([N+](=O)[O-])ccc2Cl)CC1	1.8	1.3
91	Cc1ccccc1N=Cc1cc2c(cc1O)OC(N)=C(C#N)C2c1ccccc1 (centres undefined)	8.1	34.7
92	O=C(O)c1ccc(CNCc2ccc(Cl)cc2)cc1	9.2	-12.6
93	CNC(=S)N=Nc1c(O)[nH]c2ccc(C(C)C)cc12	1.3	-15.8
94	O=C(N/N=C/C1C(c2ccccc2)C1(Cl)Cl)c1cccc(Cl)c1 (centres undefined)	-4.1	41.5
95	CC(OC(=O)c1ccc2c(c1)C(=O)N(Cc1ccncc1)C2=O)C(=O)Nc1cccc(Cl)c1Cl (centres undefined)	16.5	37.8
96	Cc1ccc(C)c(NC(=O)CSc2nc3c(oc4ccccc43)c(=O)n2-c2ccccc2)c1	6.1	-3.5
97	CC(=O)c1ccc(NC(=O)CSc2ccc(-c3ccc4c(c3)OCO4)nn2)cc1	80.2	5.2
98	COc1ccc(C(=O)Nc2ccccc2C(=O)NC(Cc2ccc(O)cc2)C(=O)NNC(=O)c2ccccc2Cl)cc1 (centres undefined)	-1.1	9.6
99	Cc1ccc(C(=O)N/N=C/C2=Cc3ccccc3OC2C)cc1 (centres undefined)	6.5	24.7
100	Cc1ccc(/C=N/NC(=O)CCCOc2ccc(Cl)cc2Cl)cc1	7.3	8.4
101	COc1ccc(NC(=O)CN2C(=O)C(C)SC(C)C2=O)cc1 (centres undefined)	5.8	-11.7
102	COc1ccccc1/C=C/C=N/n1c(C2CCCCC2)n[nH]c1=S	0.6	6.9
103	COc1cc(CC(=O)N/N=C/c2ccc([N+](=O)[O-])cc2)c([N+](=O)[O-])cc1OC	49.4	-30.0
104	COc1cccc(CNC(=O)Cc2ccc(Br)cc2)c1	-1.3	-2.5
105	Cc1nn(C)c(-c2n[nH]c(=S)n2Cc2ccco2)c1Cl	0.0	-5.8
106	O=C(N1CCN(c2ccc(F)cc2)CC1)C1(c2cccs2)CCOCC1	-2.5	16.2
107	COc1cc2c(cc1NC(=O)c1cc(-c3ccncc3)nc3ccccc13)oc1ccccc12	72.2	4.0

Sorted by formula weight (low to high): part of the list above
cpd	mol	CD11b adhes enh	Mac1 fbg inh
36	NNC(=O)CNC(=O)c1ccc(F)cc1	3.9	-6.6
57	Cc1cc(-c2cccc([N+](=O)[O-])c2)nc2ccccc12	1.2	1.3
23	Cc1cc([N+](=O)[O-])ccc1-c1ccc(/C=N/NC(=O)Cc2ccccc2)o1	18.7	-4.6

Compound activity (PubChem BioAssay)
